# M1 ag parental – nonselective activator or artifact in parental CHO-K1 cells | activation, % at 3 µM | Fluo-8 calcium fluorescence; scaled to maximal ATP response, vehicle zero | hit rate 0.48% among 360,000; in the data active = activation above about 15%;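 note: untransfected CHO-K1 host cells lacking M1 receptor as counterscreen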
# M1 PAM parental – nonselective activator or artifact in parental CHO-K1 calcium assay; AID 602247; hit rate 0.02% among 360,000; activation, % at 3 µM; ATP EC20, Fluo-8 calcium fluorescence; 0% at ATP EC20, 100% at ATP max;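 active = activation above the run cutoff, the mean activation of all test compounds plus 3 SD, cut at about 40% in these data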;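 note: peak over basal fluorescence ratio in a 140 s read after ATP addition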
# GPR7 antag – blocks human GPR7 receptor signaling; P48145; GPR7-expressing cells, fluorescence antagonist assay; inhibition, % at 4.4 µM; hit rate 1.1% among 290,000; in the data active = inhibition above about 16%, passing the limit was not always enough;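 note: cells stimulated with the agonist NPW; 0% = agonist with vehicle and 100% = vehicle without agonist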
# Target sequence (P48145 whole entry, looked up): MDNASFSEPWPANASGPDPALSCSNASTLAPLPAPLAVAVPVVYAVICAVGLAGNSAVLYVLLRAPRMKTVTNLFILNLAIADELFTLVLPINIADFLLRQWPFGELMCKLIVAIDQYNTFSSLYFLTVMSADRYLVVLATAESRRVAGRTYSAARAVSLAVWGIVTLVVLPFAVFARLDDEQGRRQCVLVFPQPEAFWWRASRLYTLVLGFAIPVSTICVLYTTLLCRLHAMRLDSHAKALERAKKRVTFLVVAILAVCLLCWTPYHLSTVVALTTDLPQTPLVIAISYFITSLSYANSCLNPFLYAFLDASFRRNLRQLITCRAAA
# CHO-K1 Ca antag – nonselective inhibitor or artifact in parental CHO-K1 cells | ATP-induced calcium, Fluo-8 fluorescence | hit rate 0.6% among 360,000 | inhibition, % at 3 µM;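 active = inhibition above a per-plate cutoff, the plate's mean sample inhibition plus 3 SD, cut at about 24% in these data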;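 note: 0% = DMSO plus EC80 ATP and 100% = DMSO alone without ATP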
# OXTR potentiate – potentiates the human oxytocin receptor response | CHO-OTR cells, Fluo-8 calcium fluorescence, potentiator mode; 0% = oxytocin EC15, 100% = EC100 | hit rate 0.061% among 320,000 | P30559 | AID 2445 | activation, % at 3 µM;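 active = activation above that plate's cutoff, the mean activation of tested compounds plus 3 SD, cut at about 6.6% in these data, passing the limit was not always enough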;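 note: 100% uses oxytocin at 75 nM as the full agonist control; some results filed as inactive read as strong as hits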
# Target sequence (P30559 whole entry, looked up): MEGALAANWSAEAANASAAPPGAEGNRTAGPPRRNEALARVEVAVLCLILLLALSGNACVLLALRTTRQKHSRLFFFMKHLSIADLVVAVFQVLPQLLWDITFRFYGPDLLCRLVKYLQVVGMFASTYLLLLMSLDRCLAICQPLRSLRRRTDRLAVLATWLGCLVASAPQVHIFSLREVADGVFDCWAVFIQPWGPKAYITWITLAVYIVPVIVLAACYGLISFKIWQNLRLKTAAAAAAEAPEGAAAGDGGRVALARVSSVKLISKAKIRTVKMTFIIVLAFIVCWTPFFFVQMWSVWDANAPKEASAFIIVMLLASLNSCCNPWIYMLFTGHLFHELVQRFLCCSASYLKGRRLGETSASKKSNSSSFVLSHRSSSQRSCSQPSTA
#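 System: human OTR in CHO cells; Also added: sub-maximal oxytocin, roughly EC15; Timing: compound 6 min at room temperature before oxytocin, 100 s read; Technique: Fluo-8 intracellular calcium fluorescence, ex 470-495, em 515-575 nm; Controls: oxytocin EC15 low and EC100 high; Replication: singlicate.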
# V1R ag counter – counter-screen for oxytocin receptor agonists: human V1a receptor agonists; P37288; CHO-V1R cells, Fluo-8 calcium fluorescence, agonist mode; 0% DMSO, 100% 3 nM vasopressin; activation, % at 3 µM; hit rate 0.25% among 320,000; AID 2797;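 active = activation above the mean activation of all tested compounds plus 3 SD, per screening run, cut at about 20% in these data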;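 note: signal is peak over basal fluorescence ratio across a 100 second FLIPR read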
# CHO parental Ca – signal in parental CHO cells, OX1R antagonist counter-screen; parental CHO-K1, ATP-induced calcium, Fluo-8 fluorescence; inhibition, % at 5.6 µM; hit rate 0.63% among 330,000;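 active = inhibition above that plate's mean sample inhibition plus 3 SD, cut at about 26% in these data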;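 note: 0% = ATP-challenged DMSO wells and 100% = DMSO wells without ATP; some compounds past the cut are filed as inactive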
#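 Test system: untransfected parental CHO cell line; also added: ATP stimulus; dosing: 5.6 µM, single dose; signal: calcium-sensitive Fluo-8 fluorescence; measure: percent inhibition of ATP-evoked calcium rise, normalized to controls; benchmarks: low control ATP plus DMSO, high control DMSO only; replication: one well per compound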
# TAAR1 antagonist – antagonists of human TAAR1. Q96RJ0. CHO RD-HGA16 TAAR1, Fluo-8 calcium fluorescence, antagonist. inhibition, % at 3 µM. hit rate 1.5% among 360,000. AID 624466;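 active = inhibition above a per-plate cutoff, the mean inhibition of test compounds on that plate plus 3 SD, cut at about 49% in these data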;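 note: 0% = DMSO plus EC80 beta-PEA response and 100% = DMSO alone without agonist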
# Target sequence (Q96RJ0 whole entry, looked up): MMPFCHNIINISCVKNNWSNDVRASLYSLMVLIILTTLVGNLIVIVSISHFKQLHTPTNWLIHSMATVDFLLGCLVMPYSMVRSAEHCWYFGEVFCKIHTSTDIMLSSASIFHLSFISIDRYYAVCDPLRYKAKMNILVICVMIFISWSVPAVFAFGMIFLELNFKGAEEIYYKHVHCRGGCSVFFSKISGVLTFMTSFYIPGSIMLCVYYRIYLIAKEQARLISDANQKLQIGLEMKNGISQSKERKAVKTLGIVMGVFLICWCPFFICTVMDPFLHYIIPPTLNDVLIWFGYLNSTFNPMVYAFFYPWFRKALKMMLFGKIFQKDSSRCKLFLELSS
#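 Material: CHO RD-HGA16 cells bearing hTAAR1; compound dosing: one-point dosing, 3 µM nominal final; schedule: dye loading 75 min at 37 °C, then 30 min room temperature; measured by: calcium fluorescence with Fluo-8; control set: vehicle and agonist controls; replication: n of 1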
# OXTR agonist – human OXTR agonism; hit rate 0.32% among 320,000; P30559; activation, % at 3 µM; AID 2435; CHO-OTR cells, Fluo-8 calcium fluorescence; normalized: DMSO 0%, oxytocin 100%;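 active = activation above the mean of all tested compounds plus 3 SD, cutoff set per screening run, cut at about 20% in these data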;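 note: peak over basal fluorescence ratio from a 100 s FLIPR kinetic read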
# Numbers without * were called inactive; nt = no result given; & = joins results of further samples.
SMILES,M1 ag parental,M1 PAM parental,GPR7 antag,CHO-K1 Ca antag,OXTR potentiate,V1R ag counter,CHO parental Ca,TAAR1 antagonist,OXTR agonist
Cc1ccccc1NC(=O)NCC1CCN(Cc2cccc(Cl)c2)CC1,2.6,0,14,-4,-8,3.2,-17,7,1.6
O=C(Nc1cc(Cl)ccc1N1CCOCC1)C1=COCCO1,0.5,9,nt,-4,-10,-0.5,-16,10,-0.5
O=C(CSc1nnc(CNc2ccc(F)cc2)n1CC1CCCO1)Nc1ccccc1 (stereo unspecified),0.6,8,0,-2,-19,0.3,-5,12,-0.7
Cc1cc2occ(CC(=O)O)c2cc1C,0.6,9,5,-1,-6,1.2,-3,13,0.2
COCCNC(=O)C(c1ccc(F)cc1)N(CCOC)C(=O)CCC(=O)Nc1ccccn1 (stereo unspecified),0.9,15,0,-6,-8,-1.1,4,-7,0.2
CC(=O)Nc1c(S(=O)(=O)c2ccccc2)c2nc3ccccc3nc2n1Cc1ccccc1,0.7,26,1,-11,-11,2.0,-24,2,-0.2
O=C1CC/C=C\C[C@@H](CC(=O)N(CCO)Cc2ccccc2)C(=O)NC[C@@H](c2ccccc2)O1,0.1,5,nt,-14,0,-0.9,6,8,-0.5
O=C(O)/C=C/c1cn(Cc2ccccc2)nc1-c1cccnc1,0.6,7,6,-6,-3,0.2,-7,-7,0.5
CC(=O)c1ccc(OCCCC(=O)NNC(=O)c2ccccn2)cc1,0.9,3,nt,-5,-5,-0.3,-11,-16,1.6
CCc1ccc(CNC(=O)C2CCN(S(=O)(=O)N3CCCCC3)CC2)cc1,6.2,5,nt,-4,nt,nt,nt,9,nt
Cc1cc(C)c(NC(=O)CSc2nc3ccc(NC(=O)CSc4nnnn4-c4ccccc4)cc3s2)c(C)c1,1.8,22,-12,-11,-4,0.9,-9,-15,0.1
COc1cc(CN2CCN(C(=O)CC(C)C)CC2)cc(OC)c1O,1.0,14,-3,-17,-3,0.3,4,-8,0.6
CCOC(=O)c1c(C)oc2c1cc(NS(=O)(=O)c1ccc(C(=O)O)cc1)c1ccccc12,1.6,30,-6,-16,-3,-0.8,-3,-9,-0.1
CCOC(=O)c1nn(-c2ccc(C)cc2)c(=O)cc1OCC(=O)N1CCN(c2ccccc2)CC1,0.8,11,nt,2,-1,-0.3,-20,-18,-0.5
CCOC(=O)NCC(C#CCN(CC)CC)N(CC)CC (stereo unspecified),0.8,14,-7,-13,-11,1.3,-8,0,-0.1
Cc1c(CCO)c(=O)oc2n[nH]c(-c3ccccc3)c12,2.2,22,-7,-7,-5,1.0,-6,10,-0.3
CC1=C(C(=O)N(C(C)C)C(C)C)CC(CC(=O)NC2CC2)C(=O)N1CCC1=CCCCC1 (stereo unspecified),-0.1,23,nt,-28,nt,nt,nt,-2,nt
Cc1cc2nc(-c3ccccc3)cc(=O)n2[nH]1,4.1,9,-14,-1,-3,0.9,-6,1,0.7
C[C@H]1CN=C(Nc2ccccc2)N1CCCC1CCCCC1,14,-3,12,13,-6,0.8,-10,13,2.1
C=CCN(c1ccc(Cl)cc1)S(=O)(=O)c1cccc(C(=O)OCC(=O)N(C)C)c1,5.1,12,-5,-19,-19,0.5,-16,-15,-0.9
O=C(NCCCN1CCCC1=O)c1cccc(S(=O)(=O)N2CCCCC2)c1,0.6,22,nt,-19,-2,0.2,-14,-7,-0.8
CCN(CC(=O)Nc1cc(Cl)ccc1C)CC(=O)NC1CC1,0.7,12,nt,3,nt,nt,nt,-6,nt
COc1ccc(NC(=O)N2CCN(c3cccc(C(F)(F)F)c3)CC2)cc1OC,7.0,-5,2,-10,-6,8.4,0,21,6.7
CNc1cccc(-c2ccc(C(=O)N3CCOCC3)cc2)n1,0.3,12,nt,-6,nt,nt,nt,-9,nt
N#C/C(=C/c1ccc(-c2ccc(C(=O)O)c(Cl)c2)o1)C(=O)NCC1CCCO1 (stereo unspecified),0.0,-7,-8,4,-3,0.2,2,-7,0.4
O=C(Cc1ccccc1Cl)Nc1cc(S(=O)(=O)N2CCOCC2)ccc1N1CCOCC1,-0.1,8,nt,10,-2,-0.5,-18,1,0.5
COc1ccc(OC)c(-n2c(SCC(=O)Nc3cc(C)on3)nnc2-c2c[nH]c3ccccc23)c1,0.9,10,2,-3,-4,0.7,-2,-13,-1.1
CCc1cccc(CC)c1NC(=O)CO/N=C(\N)CC(=O)NC1CCCCC1,0.9,9,9,-4,-5,0.0,-5,-41,-0.1
CCCOc1ccc(C(F)(F)F)cc1NC(=O)CN1C(=O)C(=O)N(CC)C1=O,1.1,11,nt,-12,-9,1.5,-5,0,0.3
Cc1cccc(CNC(=O)Nc2nnc([C@H]3C[C@H](O)[C@@H](CO)O3)s2)c1,-0.5,-4,nt,6,nt,nt,nt,-19,nt
COc1ccc(-c2cc(C(=O)OCC(=O)N(C)C3CCS(=O)(=O)C3)c3ccccc3n2)cc1OC (stereo unspecified),3.1,-12,-9,-7,-13,-0.8,-18,-4,-1.8
CC1(C)CC2(C)OCCN2C(=S)N1 (stereo unspecified),0.2&-0.1,12&-10,-16,-10&-4,-14,-1.7,-15,-7&-12,-0.1
Cc1cc(C(=O)N/N=C2/CC(C)CC(C)(C)C2)c(C)o1 (stereo unspecified),1.0,19,-7,-13,-9,0.1,-1,0,-0.1
CCO[C@H]1OC(C(=O)N2CCN(Cc3ccccc3)CC2)=C[C@@H](C)[C@@H]1CCCO,0.8,3,-26,-13,-8,1.2,-12,10,2.0
COc1ccccc1CNC(=O)c1ccc(Cl)c(S(=O)(=O)N2CCCC2)c1,1.0,10,nt,-8,-8,1.7,-16,6,0.6
c1ccc(N2CCN(c3nccn4ccnc34)CC2)nc1,2.8,-5,nt,14,nt,nt,nt,0,nt
COc1ccc(OC)c(-n2c(-c3ccn[nH]3)n[nH]c2=S)c1,0.5,24,-3,-10,-6,1.1,-3,3,0.6
COc1cc(/C=C2/C(=O)ON=C2C)ccc1OCc1cccc(F)c1,1.3,3,-21,-7,-15,-1.6,-5,18,-2.1
COc1cccc(CNC(=O)c2ccccc2NC(=O)C2=C(C)OCCS2)c1OC,5.6,4,-2,-3,-12,-0.9,-14,38,0.1
O=C(COC(=O)CCc1ccccc1)NCc1ccccc1,0.3,13,nt,-15,-4,0.1,-10,-14,-0.8
Cc1cccn2c(=O)c(C=O)c(N3CCC4(CC3)OCCO4)nc12,13,13,9,3,8,1.7,-25,-28,0.0
COc1cccc(CN2CCN(c3cccc(C(F)(F)F)c3)CC2)c1OC,0.1,-1,-11,2,-3,-1.0,-24,-3,-1.8
Cc1noc2ncnc(N3CCCC3)c12,0.8,9,-8,-13,-6,1.7,-3,2,0.3
CC(=O)N1CCc2cc(S(=O)(=O)CCC(=O)N(C)c3cc(C)ccc3C)ccc21,2.2,-2,3,-10,-8,0.6,4,-14,0.3
Fc1ccccc1NC(=S)Nc1ccc(CN2CCOCC2)cc1,0.6,9,-14,-9,-13,1.0,-5,-20,0.6

# A different layout for part of the listing above:
SMILES | M1 ag parental | M1 PAM parental | GPR7 antag | CHO-K1 Ca antag | OXTR potentiate | V1R ag counter | CHO parental Ca | TAAR1 antagonist | OXTR agonist
COc1cccc(CNC(=O)c2ccccc2NC(=O)C2=C(C)OCCS2)c1OC | 5.6 | 4 | -2 | -3 | -12 | -0.9 | -14 | 38 | 0.1
Cc1noc2ncnc(N3CCCC3)c12 | 0.8 | 9 | -8 | -13 | -6 | 1.7 | -3 | 2 | 0.3
CC(=O)N1CCc2cc(S(=O)(=O)CCC(=O)N(C)c3cc(C)ccc3C)ccc21 | 2.2 | -2 | 3 | -10 | -8 | 0.6 | 4 | -14 | 0.3
Cc1cc(C(=O)N/N=C2/CC(C)CC(C)(C)C2)c(C)o1 (stereo unspecified) | 1.0 | 19 | -7 | -13 | -9 | 0.1 | -1 | 0 | -0.1

# Going on with the list.
SMILES,M1 ag parental,M1 PAM parental,GPR7 antag,CHO-K1 Ca antag,OXTR potentiate,V1R ag counter,CHO parental Ca,TAAR1 antagonist,OXTR agonist
O=C(Cn1cc(C(F)(F)F)ccc1=O)NCCc1ccc(Cl)cc1Cl,0.4,17,-5,-6,-2,1.8,-17,-4,0.5
O=C(CSc1nnc(-c2ccc(Br)cc2)n1CCc1ccccc1)NC1CCS(=O)(=O)C1 (stereo unspecified),0.6,-5,-5,13,-12,-0.4,-4,18,-0.5
O=S(=O)(c1ccc(F)cc1F)N1CCN(CCO)CC1,0.7,-1,nt,-15,nt,nt,nt,-3,nt
CC1CCC2(CC1)NC(=O)N(CC(=O)c1cccn1C)C2=O (stereo unspecified),-0.3,23,-4,-5,-10,0.3,-19,11,-1.3
CCOC(=O)CN1C(=O)S/C(=C/c2ccc(OC)c([N+](=O)[O-])c2)C1=O,0.9,21,-5,-4,6,-0.7,-19,25,0.7
O=C(CCc1ccccc1)Nc1cc(NC(=O)CCc2ccccc2)cc(C(=O)O)c1,0.3,14,-9,-8,-6,-0.1,10,12,0.1
O=c1/c(=C/c2ccc([N+](=O)[O-])cc2)sc2n1CCCN=2,2.7,20,13,-15,-9,4.9,-3,8,7.7
CC(C)CC(=O)N1CCN(Cc2ccc(Br)cc2)CC1,1.0,10,-4,-14,-12,0.6,-5,7,-0.7
COc1ccc(/C=C/C(=O)N2CCN(c3ccccn3)CC2)cc1,1.2,-23,3,-3,nt,nt,nt,7,nt
Cc1ccc(OCC(=O)NCCCNC(=O)c2cccnc2)cc1,-0.8,1,0,12,-7,0.3,-2,-6,-0.2
CC1=CC(C)(C)N2C(=O)C3(C(C#N)=C(N)Oc4cc(O)ccc43)c3c(C)c(C)cc1c32 (stereo unspecified),-0.1,9,-9,-3,-6,0.3,-1,nt,0.4
Cc1ccc(NC(=O)NNC(=O)c2cc3ccccc3cc2O)cc1,1.4,5,11,-10,-5,-0.2,25,0,-0.5
CCOC(=O)N1CCC(NC(=O)C2CCCN(C(=O)N3CCOc4ccccc43)C2)CC1 (stereo unspecified),0.2,-3,3,21,-6,-0.5,-21,-4,-0.7
CCCC(=O)N1CCN(c2nc3c(OC)ccc(Cl)c3s2)CC1,1.9,-6,-1,0,-9,3.2,-6,8,1.8
O=C(NC(=S)Nc1ccccc1N1CCOCC1)c1ccccc1F,0.1,4,-2,-3,-5,2.9,-27,-1,-1.6
Cc1ccc(C)c(OCCC(=O)OC(C)C(=O)Nc2c(C)n(C)n(-c3ccccc3)c2=O)c1 (stereo unspecified),-0.6,-3,nt,0,1,-1.2,-8,4,-2.0
COc1cc(C(=O)Sc2ccc(C)cc2)cc(OC)c1OC,-0.4,-5,-4,7,-5,0.0,-24,0,0.0
Cc1ccc(N(C(=O)c2csnn2)C(C(=O)NCc2ccccc2)c2ccccn2)cc1 (stereo unspecified),-0.3,9,7,-1,-6,-0.4,-15,-11,-0.1
O=C(c1cccc([N+](=O)[O-])c1)N1CCN(c2ncccn2)CC1,0.1,-2,2,10,4,1.2,-4,-12,2.8
